Assay outcomes: PubChem, several laboratories
AI-2 QS mod = modulates the Vibrio harveyi AI-2 quorum sensing system; Vibrio harveyi JMH597 AI-2 luminescence/OD600 ratio, 9 h; hits give low values; strain lacks LuxN and CqsS sensors; 0 = neutral-control median; actives 0.4% (n = 300,000); activity change, % at 7.5 µM; in the data active = activity change below about -75%, passing the limit was not always enough;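 note: luminescence divided by OD600 gain over 9 h not by final OD600 alone; inactives centre near 13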
KLF5 inhibitor = suppresses KLF5 promoter-driven expression | inhibition, % at 5 µM | actives 0.23% (n = 290,000) | DLD-1 KLF5 promoter-luciferase reporter, luminescence;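 active = inhibition above a per-plate limit of that plate's mean compound inhibition plus 3 SD, cut at about 60% in these data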;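 note: 0% = DMSO wells and 100% = LY294002 at 200 µM; higher means less KLF5 promoter-driven luciferase light; inactives centre near -14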
HSP90 inh = inhibitors of HSP90 luciferase refolding in rabbit reticulocyte lysate; luciferase refolding luminescence, 3 h; inhibition, % at 5.6 µM; actives 0.91% (n = 290,000);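 active = inhibition above the screen-wide mean plus 3 SD, computed separately per campaign, cut at about 16% in these data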;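 note: 0% = DMSO wells and 100% = 60 µM geldanamycin wells; inhibitors lower the luminescence because luciferase stays unfolded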
IEC-6 cytotox = IEC-6 cytotoxicity, counter-screen for KLF5 inhibitors; actives 0.78% (n = 290,000); luminescence viability; AID 1825; inhibition, % at 5 µM; in the data active = inhibition above about 22%;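 note: 0% = plate median of test compound wells and 100% = cytotoxic reference compound wells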
HSF1 activator = increases HSF-1 driven luciferase reporter signal. actives 1.7% (n = 300,000). NIH3T3-HGL HSF-1 luciferase reporter, MG132, 8 h; 100% = twice DMSO control signal. AID 504408. activation, % at 9 µM;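 active = mean replicate activation of at least 50% with a set share of replicates each reaching 50%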;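 note: 0% = median of the neutral control wells and 100% = twice that signal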
HSF1 inhib = HSF1 inhibition | AID 2098 | actives 0.77% (n = 300,000) | NIH3T3-HGL HSE-luciferase, MG132-induced, luminescence 8 h; hits give low values | activity change, negative = inhibition, % at 7.5 µM (by protocol);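 active = more than half of replicate wells show activity change below -50%, luminescence cut by over half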;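 note: luciferase reports HSF-1 transcriptional activity via heat shock element; 0% = median of DMSO wells and -100% = zero luminescence signal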
GSK3B inh = inhibitors of human GSK3beta kinase | P49841 | GST-GSK3beta kinase, ADP-Glo luminescence, 60 min; hits give low values | activity score (negative = inhibition), % at 10 µM | actives 0.038% (n = 300,000) | AID 2097;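 active = more than half of replicate wells score below -50%, meaning over 50% inhibition versus plate controls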;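 note: 0% = median DMSO wells and -100% = median GW8510 positive control wells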
Target sequence (P49841 whole entry, looked up): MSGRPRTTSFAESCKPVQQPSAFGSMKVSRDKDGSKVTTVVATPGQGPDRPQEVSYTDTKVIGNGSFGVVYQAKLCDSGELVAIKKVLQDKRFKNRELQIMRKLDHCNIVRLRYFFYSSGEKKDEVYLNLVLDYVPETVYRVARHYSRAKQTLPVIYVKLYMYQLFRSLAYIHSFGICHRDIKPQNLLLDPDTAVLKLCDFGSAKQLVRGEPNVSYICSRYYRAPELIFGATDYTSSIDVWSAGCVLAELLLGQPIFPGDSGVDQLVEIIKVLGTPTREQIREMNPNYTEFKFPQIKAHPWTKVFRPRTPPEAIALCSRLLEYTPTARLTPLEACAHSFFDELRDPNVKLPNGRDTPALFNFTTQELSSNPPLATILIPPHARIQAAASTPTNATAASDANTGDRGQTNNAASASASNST
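Assay system: GST-tagged human GSK3beta kinase, cell-free; Input: 1.6 ng GSK3beta; Medium: Tris/MgCl2 kinase buffer; Timing: 60 min enzyme reaction, room temperature; Signal: ADP-Glo luminescence quantifying ADP generated by kinase; Evaluation: score relative to plate controls; Benchmarks: DMSO neutral wells and GW8510 at 20 µM as positive.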
GSK3 alpha inh = inhibitors of human GSK-3 alpha kinase; ADP-Glo luminescence, 60 min; inhibition, % at 10 µM; actives 0.1% (n = 320,000);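 in the data active = inhibition above about 50%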;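 note: GST-tagged GSK-3 alpha with peptide substrate and 25 µM ATP; 0% = DMSO neutral wells and 100% = GW8510 positive control wells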
Target sequence (P49840 whole entry, looked up): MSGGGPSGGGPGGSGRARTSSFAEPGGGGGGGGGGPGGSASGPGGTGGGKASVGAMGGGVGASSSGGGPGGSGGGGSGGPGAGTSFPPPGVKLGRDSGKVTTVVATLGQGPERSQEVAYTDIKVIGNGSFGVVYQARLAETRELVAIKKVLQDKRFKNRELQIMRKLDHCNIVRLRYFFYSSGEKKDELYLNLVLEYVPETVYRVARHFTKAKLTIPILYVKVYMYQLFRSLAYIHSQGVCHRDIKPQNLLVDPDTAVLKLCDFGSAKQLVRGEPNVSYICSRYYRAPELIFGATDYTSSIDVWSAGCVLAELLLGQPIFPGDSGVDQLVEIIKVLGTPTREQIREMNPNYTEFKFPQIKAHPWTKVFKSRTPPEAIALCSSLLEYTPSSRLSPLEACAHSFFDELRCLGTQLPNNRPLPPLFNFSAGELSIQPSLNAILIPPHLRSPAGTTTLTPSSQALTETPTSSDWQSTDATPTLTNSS
aSyn UTR inh = MLPCN primary screen, SNCA 5' untranslated region; actives 0.82% (n = 300,000); alpha-synuclein 5'UTR reporter, inhibitor activity; inhibition, % (tested at 7.5 µM); in the data active = inhibition above about 60%;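 note: H4 neuroglioblastoma cells stably carrying SNCA 5'UTR luciferase fusion; 0% = DMSO wells and 100% = positive control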
HIF activator = HIF pathway transcriptional activation; U2OS HRE-luciferase reporter, luminescence; normalized: DMSO 0%, desferrioxamine 100%; activation, % at 7.5 µM (by protocol); actives 0.32% (n = 300,000); AID 1910;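 active = mean activation of at least 10% of the iron chelator positive control signal, with at least half of replicates also reaching 10%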
Starred values were filed as active, the others as inactive; nt = not tested or not shown. Rows were taken by chance; 4.7% or so of the library scored in one or more.

mol	AI-2 QS mod	KLF5 inhibitor	HSP90 inh	IEC-6 cytotox	HSF1 activator	HSF1 inhib	GSK3B inh	GSK3 alpha inh	aSyn UTR inh	HIF activator
COC(=O)c1cc(S(=O)(=O)NCC2CCN(CCc3ccc(OC)cc3)CC2)cn1C	-10.5	7.5	1.4	4.4	-24.7	2.5	1.0	-2.4	-4.0	0.0
COC(=O)c1c(C)[nH]c(C(=O)CC#N)c1C	8.6	-10.4	-3.0	0.1	-13.6	-0.9	4.7	-4.7	-3.1	-6.7
Cc1ccc(NC(=O)CSc2nnc(CCNC(=O)OC(C)(C)C)o2)c(C)c1	9.3	-21.6	0.1	-4.3	4.9	-0.9	-0.8	-0.3	10.3	-0.5
O=C(N/N=C/c1ccco1)C(O)c1ccccc1 (stereo not drawn)	15.8	-13.5	0.3	-0.7	3.1	-11.5	-1.9	1.7	-9.0	-0.4
CCOc1ccc(C(C)=O)cc1CSc1nnc(-c2cccs2)n1CC1CCCO1 (stereo not drawn)	29.2	-2.2	2.2	-6.2	14.0	9.3	-0.5	-2.0	3.1	-0.4
N=c1c(C(=O)NCC2CCCO2)cc2c(=O)n3ccccc3nc2n1Cc1ccc(Cl)cc1 (stereo not drawn)	13.5	-5.2	-3.1	-6.0	56.8*	8.2	-1.2	0.8	15.9	-0.8
O=C(NCc1ccco1)C(=O)NCC1OCCCN1S(=O)(=O)c1ccc(F)cc1 (stereo not drawn)	18.1	-13.9	1.7	-3.1	-1.0	12.3	0.5	0.5	0.9	0.1
COc1ccc(-c2ccc(=O)n(Cc3c(F)cccc3Cl)n2)cc1	10.3	-30.4	0.5	3.6	4.5	3.7	-4.4	-0.5	-7.8	0.4
CCOC(=O)c1cnc2c(cnn2C)c1NCc1ccc(OC)cc1	28.7	-10.9	3.9	3.9	1.3	4.8	2.2	-0.9	31.4	-0.2
CCOC(=O)c1c(CN(CC)CC)oc2cc(Br)c(O)cc12	13.0	-22.5	-2.7	-0.5	-0.4	-3.7	3.4	1.9	-11.2	-0.3
COc1ccc(-n2ncc(C(=O)N3CCN(c4ccc(F)cc4)CC3)c2C)cc1	12.4	-14.9	-2.0	-5.7	19.1	4.7	-4.7	-3.2	3.3	-0.2
Cc1cc(OCC(=O)N2CCN(c3ccccc3)CC2)c2c(C)cc(=O)oc2c1	12.0	-26.7	-1.7	-2.2	23.1	7.2	0.5	-1.4	-14.4	0.1
Cc1ccccc1NC(=O)Cn1nc(C)c2ccccc2c1=O	-1.2	-33.6	-1.2	5.8	-8.5	-5.2	-0.6	-1.5	21.2	0.9
Cc1cc(OCC(=O)NCc2ccncc2)c2c(C)cc(=O)oc2c1	0.0	7.9	1.8	15.1	-9.1	-2.4	-1.8	2.6	13.8	0.7
COc1ccc(Cl)cc1NC(=O)CN1CCN(S(=O)(=O)N2CCOCC2)CC1	30.3	12.6	-0.1	0.8	-11.4	0.3	-0.6	-0.4	19.1	0.1
COC(=O)c1ccc(CSc2nc3cc(Cl)ccc3s2)o1	-3.4	-17.0	-1.3	-2.7	39.9	22.8	-0.8	-3.0	0.6	1.4
CCCCCCCN1CCC(=O)N([C@H](CO)c2ccccc2)CC1	19.7	-9.0	-1.8	10.2	-10.2	4.6	1.5	-1.2	-5.2	0.1
Cc1nn(Cc2c(F)c(F)c(F)c(F)c2F)c(C)c1NC(=O)c1c(-c2ccccc2)nn(-c2ccccc2)c1C	12.5	-48.0	1.2	-8.1	16.0	10.8	-2.4	2.6	-40.7	0.0
CSC1=NCCN1C(=O)COc1ccc2ccccc2c1	18.4	-21.9	0.3	3.6	17.4	4.0	-1.8	1.2	-16.7	0.0
Cc1c(Cl)cccc1NC(=O)Cn1cccc1	8.0	-38.5	1.4	-4.6	-1.9	8.8	1.7	-3.5	-0.1	-0.3
Cc1onc(-c2ccccc2Cl)c1C(=O)N1CCN(c2ncccn2)CC1	25.3	-17.9	2.7	4.5	-5.7	-4.1	1.5	-1.8	28.1	0.6
COCCCn1c(=O)c2ccccc2c2ccccc2c1=O	7.2	-37.1	-1.1	-6.5	-13.9	-0.9	-0.1	-1.8	13.8	1.1
O=C(Nc1cc(C(F)(F)F)ccc1N1CCCC1)c1ccc2c(c1)OCO2	30.0	4.0	1.4	3.3	4.9	-4.3	-0.7	nt	-6.2	0.1
COCCOC(=O)c1[nH]c2c(c1C)C(=O)CC(c1cc(OC)c(OC)c(OC)c1)C2 (stereo not drawn)	11.5	-35.4	0.6	0.5	8.4	-2.4	2.1	1.0	-0.4	0.3
CCc1ccc(N2C(=O)/C(=C/c3cccs3)N(CC(=O)OC)C2=S)cc1	11.9	-22.4	0.1	-0.3	-6.6	2.1	-2.2	-2.0	18.8	-0.8
Cc1cc(NC(=O)CCSc2nc(-c3ccco3)cc(C(F)(F)F)n2)no1	3.2	-4.9	-3.2	-2.4	-12.7	-4.0	1.4	-1.0	20.0	0.2
CC(NC(=O)C(c1ccccc1)c1ccccc1)C(=O)N1CCCCC1 (stereo not drawn)	9.5	8.8	-0.4	-3.6	14.0	4.2	1.4	-0.6	-6.4	-0.3
O=C1CNC(=S)N1Cc1ccccc1	13.4	-7.2	-0.4	2.6	11.1	6.0	-1.5	0.1	-7.6	0.1
CCn1c(=N)n(CC(=O)c2cccc(OC)c2)c2ccccc21	41.4	nt	nt	nt	4.6	-3.0	-2.9	nt	-124.0	1.3
O=C(c1ccco1)c1cn(CC(=O)N2CCCCC2)c2ccccc12	16.2	32.4	0.3	3.6	-0.5	-5.7	1.3	-2.2	0.9	-0.4
CCc1c(C)c(C#N)c2nc3ccccc3n2c1NCCN(C)C	5.2	14.7	8.6	12.9	-0.5	5.1	-5.5	0.1	-24.2	0.3
Cc1ccc2nc(NC(=O)CCCC(=O)O)sc2c1	13.8	8.7	16.9*	-3.0	nt	nt	-3.4	0.8	102.2*	-6.2
COc1cc(OC)cc(C(=O)NCC(=O)OCC(=O)/C=C2/N(C)c3ccccc3C2(C)C)c1	-14.5	-10.1	3.7	-2.1	-17.3	-2.5	3.0	-1.4	11.1	-0.1
COc1cc(C(=O)NCCOc2cc(C)cc(C)c2)c(Br)c(OC)c1OC	-9.8	8.4	-0.3	-1.9	5.3	-2.3	0.6	1.0	-24.2	2.3
CCS(=O)(=O)c1nc(S(=O)(=O)c2ccc(C)cc2)c(N2CCN(CCO)CC2)s1	52.4	-5.0	-2.1	-4.6	12.5	19.5	3.9	-1.2	3.7	-0.9
CC12CCC(=O)N1C(C(=O)OCc1c(Cl)cccc1Cl)CS2 (stereo not drawn)	26.2	-10.3	2.7	-4.0	-13.8	2.0	-4.5	-1.8	-2.7	-0.4
O=C(CC1(CC2=NS(=O)(=O)c3ccccc3N2)CCCC1)NCCc1ccccc1	4.3	-29.2	8.2	7.0	9.8	4.4	-0.5	2.8	9.6	-0.4
O=C(CNC(=O)c1ccc(Cl)cc1)Nc1ccccc1C(F)(F)F	7.5	-21.4	4.1	-2.7	-9.7	-4.5	-1.2	-2.2	-2.9	0.1
CC(Sc1nnc(-c2cccs2)n1Cc1ccccc1)C(=O)NCc1ccc2c(c1)OCO2 (stereo not drawn)	41.8	-42.1	6.8	-4.7	3.8	0.7	-1.0	-1.7	0.2	-0.6
C=CCn1c(SCC(=O)c2ccc(Br)cc2)nnc1C(C)NC(=O)Cc1ccc(OC)cc1 (stereo not drawn)	9.9	-27.9	1.8	-3.5	9.0	-0.2	2.6	-1.0	31.2	0.1

Next section; it opens with the 2 that closed the last part.
mol	AI-2 QS mod	KLF5 inhibitor	HSP90 inh	IEC-6 cytotox	HSF1 activator	HSF1 inhib	GSK3B inh	GSK3 alpha inh	aSyn UTR inh	HIF activator
CC(Sc1nnc(-c2cccs2)n1Cc1ccccc1)C(=O)NCc1ccc2c(c1)OCO2 (stereo not drawn)	41.8	-42.1	6.8	-4.7	3.8	0.7	-1.0	-1.7	0.2	-0.6
C=CCn1c(SCC(=O)c2ccc(Br)cc2)nnc1C(C)NC(=O)Cc1ccc(OC)cc1 (stereo not drawn)	9.9	-27.9	1.8	-3.5	9.0	-0.2	2.6	-1.0	31.2	0.1
O=C(CCNC(=O)C1CCN(S(=O)(=O)c2ccccc2)CC1)Nc1cccc(C(F)(F)F)c1	-9.5	-21.4	-2.8	6.3	14.5	1.3	1.4	5.3	25.7	0.2
COC(=O)C1=C(C)N(CC(C)C)C(=O)C1	25.3	-7.5	6.3	0.7	-4.7	-2.1	0.0	0.0	19.8	0.4
CN1CCN(c2ccc([N+](=O)[O-])cc2C(=O)N2CCOCC2)CC1	3.6	-5.3	3.2	2.4	2.5	-3.8	-4.4	-2.6	0.6	-0.5
NC(=O)CCN1CCN(S(=O)(=O)/C=C/c2ccccc2)CC1	20.8	-10.2	-1.4	-9.4	-1.5	-3.8	1.6	0.2	-34.0	-0.2
Cc1cc(Oc2ccccc2)nc(OCC#N)n1	0.9	-22.2	1.4	2.3	16.0	-5.4	-0.5	0.3	0.1	-0.6
NC(=O)c1ccc(NC(=O)CS(=O)(=O)c2cn(CC(=O)N3CCCC3)c3ccccc23)cc1	17.7	-27.4	0.4	2.9	4.8	-3.9	2.8	1.0	-2.1	-0.2
CCC(=O)NC(=S)Nc1cccc(NC(=O)c2ccco2)c1	-11.9	-15.8	0.5	4.4	-13.9	-7.2	-6.6	8.7	19.3	0.0
CCSc1nc2ccccc2n1CC(N)=O	24.5	-3.9	1.4	-0.8	-19.7	-1.8	-1.2	-3.5	28.8	-0.1
Cc1cccc(/C=C2\CCC(=C3SCCCS3)C2=O)c1	25.2	-124.0	14.0	0.1	-25.8	-21.9	0.1	-0.9	85.2*	-2.4
CCc1nnc(NC(=O)c2ccc(S(=O)(=O)N3CCCC3)cc2)s1	3.5	-27.9	0.8	0.5	-8.4	-9.2	-0.5	-0.2	-15.0	1.2
O=C(C1CCCN(S(=O)(=O)c2ccccc2)C1)N1CCCCC1 (stereo not drawn)	-26.9	-17.5	3.3	-5.1	-30.5	-19.3	0.7	0.2	-18.9	-2.1
COc1ccc(-c2nnn(CC(=O)N(CCO)C(C(=O)NC3CCCC3)c3ccc(F)cc3)n2)cc1 (stereo not drawn)	32.1	0.5	-0.3	-1.4	-8.8	-5.7	-2.2	0.5	40.3	0.0
Cc1ccccc1NC(=O)c1nc2nccc(C)n2n1	18.7	-44.6	2.0	4.9	17.9	4.3	-0.4	24.7	-59.7	3.1
Cc1cccc(NC(=S)N2CCN(Cc3ccc4c(c3)OCO4)CC2)c1C	12.5	-11.3	-1.3	-3.9	-5.1	3.6	2.6	-1.6	-5.2	-0.8
CCOc1ccccc1NC(=O)COc1ccc(S(=O)(=O)N2CCCC2)cc1	19.9	-11.8	-0.3	5.2	8.3	4.1	-1.3	-3.1	-12.6	-0.4
Cc1ccc(C(=O)NCCc2csc(-c3cccnc3)n2)cc1	19.7	-41.2	0.0	1.2	-19.1	1.8	-0.3	0.2	-76.7	1.3
